Screening data: PubChem, several laboratories
UTI89 phage lysis = inhibition of K1F phage lysis, E. coli UTI89, bacterial capsule biogenesis inhibitors, alamar blue (AID 488966) | 340,000 tested, 0.02% active | one-dose inhibition, % at 100 µM; IC50 in µM for titrated hits | E. coli UTI89 K1F phage lysis, alamar blue, 2 h; higher % means a stronger effect;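 active = phage lysis inhibition, versus mean bacterial control, above a set limit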;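 also: capsule biogenesis inhibitors block K1F phage lysis so surviving cells raise fluorescence; higher fluorescence means more inhibition of phage lysis; actives were called in the ten point dose series up to 300 µM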
M17LAP inhibition = P. falciparum M17LAP inhibitors, primary screen, biochemical, fluorogenic H-Leu-NHMec substrate, 1536-well (AID 1619). recombinant M17LAP, H-Leu-NHMec fluorogenic kinetic assay; higher % means a stronger effect. inhibition, % at 30 µM, or IC50 in µM where a hit was titrated. 220,000 tested, 0.38% active;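 active = compound inhibiting the enzyme by more than half at any dose during confirmatory dose-response retesting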;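 also: plate controls were full reaction with DMSO carrier for no effect and no enzyme background for full effect; strong numbers were not always called active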
Ins promoter up = MIN6 insulin promoter up-regulation | z-score at 5 µM | MIN6 insulin promoter-GFP reporter, high-content imaging; stronger effect = higher value | 190,000 tested, 0.3% active | AID 1625;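 active = z-score above 3 at 5 µM with at least 500 cells counted in the well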
bCat nuc transl = modulators of beta-catenin nuclear translocation | HeLa beta-catenin nuclear translocation, immunofluorescence imaging | nuclear translocation activity, % at 5 µM | 190,000 tested, 0.3% active | AID 1665;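 active = nuclear translocation activity above 50% at 5 µM, with a well cell count of 50 or more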;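 also: per-cell ratio of nuclear to cytoplasmic median beta-catenin stain intensity; plate controls were DMSO negative control for no effect and GSK-3 inhibitor IX positive control for full effect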
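System: HeLa cells, endogenous beta-catenin; compound dosing: 5 µM primary single dose, 0.1% DMSO, 0.02–20 µM confirmation series; incubation: 24 h compound exposure at 37°C, 5% CO2; signal: beta-catenin immunofluorescence imaging with DAPI; evaluation: % activation, nuclear-to-cytoplasmic median beta-catenin signal ratio per cell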
Autophagy mod = autophagy modulation, high-content screen; MEF GFP-LC3 puncta imaging; test concentration mostly 10 µM; calls only at 10 µM (by protocol); 190,000 tested, 0.98% active; AID 463193;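 active = percentage of spot-positive cells more than 3 SD above its plate mean, without a fluorescence outlier flag or 80% toxicity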;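 also: spot-positive cell cutoff set from DMSO-treated cells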
Dynein cargo inh = dynein cargo transport inhibition. 3617.4 mouse cells, GR-EGFP nuclear translocation imaging; test concentration mostly 20 µM; stimulated with dexamethasone, 1 µM; stronger effect = lower value. z-score, hits read low. 220,000 tested, 0.47% active. AID 1381;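 active = plate z-score of nuclear minus cytoplasmic receptor signal below a set negative limit, without overly bright fluorescence or cell loss, cut at about -3.5 in these data, passing the limit was not always enough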;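 also: z-score of nuclear minus cytoplasmic ring GR-EGFP intensity difference per well; some compounds called inactive have numbers as strong as hits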
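Medium: Induction medium lacking tetracycline, stripped serum | Probe or stimulus: 1.0 µM final dexamethasone stimulus | Schedule: 48 h induction, then 1 h compound, then 30 min agonist, 37 °C | Signal: Automated 10x imaging of fixed Hoechst-stained cells | Evaluation: Per-cell GR-EGFP intensity, nucleus versus surrounding cytoplasmic ring, well-averaged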
M1AAP inhibition = malaria alanyl aminopeptidase activity blockers – biochemical, fluorogenic H-Leu-NHMec substrate, 1536-well (AID 1445); recombinant M1AAP, H-Leu-NHMec fluorogenic kinetic assay; higher % means a stronger effect; one-dose inhibition, % at 30 µM; IC50 in µM for titrated hits; 220,000 tested, 0.42% active;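 active = primary inhibition above the hit cutoff, then over 50% inhibition at one or more dose response concentrations, cut at about 23% in these data, passing the limit was not always enough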;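 also: plate controls were DMSO full reaction for no effect and no enzyme background for full effect; strong numbers were not always called active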
ER stress rescue = rescue of cells from ER stress-induced death, primary screen, 384-well, CSM14.1, thapsigargin, ATP luminescence (AID 1222). one-dose cellular ATP content (survival), % at 20 µM; EC50 in µM for titrated hits. 190,000 tested, under 10 active. CSM14.1 thapsigargin-induced death rescue, ATP luminescence; higher % means a stronger effect;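 active = EC50 below 50 µM in the dose-response confirmation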;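 also: death triggered by thapsigargin at about 15 µM added after 2 h compound pretreatment; cell ATP read after overnight thapsigargin exposure of roughly 18 to 22 hours; normalized against plate controls of thapsigargin alone and 5% DMSO vehicle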
MT stabilizer = microtubule stabilizers in HeLa cells; HeLa tubulin immunostaining HCS, 24 h; share of cells brighter than vehicle mean+2SD; 200,000 tested, 0.83% active; % tubulin-high responders, % at 10 µM;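 active = plate Z-score above 3 for both tubulin-high and condensed-nucleus cell shares, with cell loss under 80%, at 10 µM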;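 also: anti alpha tubulin signal scored within the nucleus-defined area of each cell; some results filed as inactive read as strong as hits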
Dynein cargo inh cytoplasmic EGFP = second read-out of Dynein cargo inh, no call of its own (marks repeat the call); z-score; measured here: cytoplasmic GR-EGFP intensity; stronger effect = higher value
Dynein cargo inh nuclear GR-EGFP = also measured in Dynein cargo inh; calls as there; z-score; measured here: nuclear GR-EGFP intensity;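 lower value marks the stronger effect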
Dynein cargo inh cell count = further read-out of Dynein cargo inh, marked with its call; z-score; measured here: cell count per field
Ins promoter up cell count = further read-out of Ins promoter up, marked with its call; cell count; measured here: cytotoxicity, nuclei count;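 total cells summed across four imaged fields per well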
bCat nuc transl cell count 5 µM = further read-out of bCat nuc transl, marked with its call; cell count; measured here: cell count, cytotoxicity flag
MT stabilizer Hoechst-high % = recorded beside MT stabilizer, whose call it bears; % Hoechst-high responders; measured here: nuclear condensation Hoechst responders;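 share of cells brighter than vehicle mean plus two SD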
MT stabilizer cytotoxicity % = further read-out of MT stabilizer, marked with its call; toxicity, %; measured here: cytotoxicity by cell density;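 0% = mean cell density of plate MIN control wells and 100% = no cells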
Autophagy mod cell loss 18 h = further read-out of Autophagy mod, marked with its call; toxicity, %; measured here: cell loss, nuclei count;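 cell loss after 18 h compound exposure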
* = called active by the depositor; i = inactive; / = no result given; [ ] = dose if it differs, or a comment.

SMILES | UTI89 phage lysis | M17LAP inhibition | Ins promoter up | Ins promoter up cell count | bCat nuc transl | bCat nuc transl cell count 5 µM | Autophagy mod | Autophagy mod cell loss 18 h | Dynein cargo inh | Dynein cargo inh cytoplasmic EGFP | Dynein cargo inh nuclear GR-EGFP | Dynein cargo inh cell count | M1AAP inhibition | ER stress rescue | MT stabilizer | MT stabilizer Hoechst-high % | MT stabilizer cytotoxicity %
O=C(COc1ccc(Cl)cc1Cl)Nc1c(-c2cccs2)nc2ccccn12 | 8.3% | 0.4% | -0.19 | 1203 | 0.2 | 1061 | i | -10.5 | -0.0565 | -0.204 | 0.24 | -0.559 | 5.6% | -2.5% | 6.4 | 7.5 | 1.2
N#C/C(=C\c1ccc[nH]1)C(=O)NC1CC1 | 3.7% | 11.6% | -0.05 | 796 | 0.3 | 1139 | i | 1.7 | -0.139 | -0.262 | -0.195 | 0.175 | 15.2% | 0.8% | 1.5 | 2.2 | 11.4
NC(=O)CCCc1nc(-c2ccccc2)no1 | 0.2% | 0.8% | -0.54 | 1437 | -0.6 | 1245 | / | / | 0.517 | -0.19 | 0.0344 | -0.257 | -0.6% | / | / | / | /
CCOC(=O)C1CCCN(c2cc(=O)n(Cc3ccc(F)cc3)c(=O)[nH]2)C1 (stereo unspecified) | 1.0% | 10.5% | 0.28 | 1261 | 0.8 | 863 | i | 1.1 | -0.0874 | 0.125 | 0.668 | -1.14 | -7.3% | -0.5% | 2.4 | 2.0 | 3.5
Cc1ccc(S(=O)(=O)N2CCN(C(=O)CCC(=O)NC3CCCc4ccccc43)CC2)cc1 (stereo unspecified) | -0.3% | -6.2% | -0.39 | 953 | / | / | i | 18.8 | 0.706 | 0.0678 | 0.854 | -0.414 | 15.1% | -0.5% | 1.6 | 1.4 | 5.2
COc1ccc(S(=O)(=O)NCCCN2CCOCC2)c2ccccc12 | 0.2% | -8.3% | 1.38 | 2030 | -0.4 | 1119 | i | -7.5 | -0.0715 | -0.252 | 0.242 | 0.901 | 8.0% | -2.8% | 2.9 | 2.7 | 7.7
O=S(=O)(c1ccccc1F)N1CCN(Cc2nc3ccccc3[nH]2)CC1 | -0.3% | 15.2% | 0.7 | 1022 | 4.4 | 987 | i | -2.5 | 0.516 | -0.16 | 1.09 | -0.452 | 2.2% | 1.8% | 1.1 | 0.8 | 7.9
COc1ccc(S(=O)(=O)NCCC(=O)NCc2ccccc2)cc1 | 5.8% | -2.2% | 0.72 | 1589 | 0.9 | 1431 | i | 0.7 | -0.434 | 0.0705 | -0.176 | 0.63 | -0.5% | -0.7% | 2.9 | 4.4 | 8.4
COCCNc1nc(SCC(=O)N2CCN(c3ccccc3OC)CC2)nc2ccccc12 | 0.9% | 6.1% | -1.14 | 882 | -3.4 | 1335 | i | 1.8 | -0.775 | -0.196 | -0.164 | 1.25 | 21.6% | 0.1% | 4.8 | 1.4 | 6.8
O=S(=O)(Cc1ccccc1)NCc1cccnc1 | 2.1% | 0.0% | 0.21 | 2046 | 0.1 | 1085 | i | -2.6 | 1.8 | 0.457 | 1.34 | -2.02 | -1.0% | -0.6% | 5.9 | 1.9 | 2.7
CCC1SC2=NC(C)=C(C(=O)OCCOC)C(c3ccc(C(=O)OC)cc3)N2C1=O (stereo unspecified) | 3.6% | -0.5% | -0.15 | 926 | -0.8 | 1193 | i | 7.3 | -0.206 | -0.161 | 0.318 | -1.05 | -9.8% | -1.1% | 3.5 | 1.8 | 9.3
COc1ccccc1-c1cc(C(=O)NC(C)c2ccccc2)no1 (stereo unspecified) | -1.0% | -1.6% | -0.45 | 1476 | 1.1 | 1487 | i | -14.8 | 1.06 | -0.185 | 0.732 | -1 | -0.8% | -2.7% | 2.2 | 2.3 | 10.3
COc1ccc(/C=C/C(=O)c2ccc3c4c(cccc24)CC3)cc1OC | 3.8% | -1.4% | -0.13 | 903 | 4.6 | 382 | i | -5.5 | 0.111 | -0.032 | -0.111 | -0.231 | 3.5% | -2.7% | 4.3 | 3.1 | 2.3
Cc1ccc(NS(=O)(=O)c2ccc(C)c(C(=O)N3CCN(C)CC3)c2)cc1 | 0.4% | -16.4% | -0.46 | 1276 | -4.6 | 946 | i | -24.2 | -0.293 | -0.2 | 0.0144 | 0.107 | 6.8% | 1.0% | 2.3 | 1.9 | 4.9
Cc1ccc(CCNC(=O)CS(=O)Cc2nc(-c3cccc(C)c3)oc2C)cc1 (stereo unspecified) | 0.9% | -7.2% | 1.21 | 823 | / | / | i | -0.3 | -1.89 | -0.169 | -1.03 | 0.552 | 0.1% | 0.1% | 5.7 | 2.5 | 5.2
CCCCN1C(=O)C(=O)NC[C@@H]1C(C)O (stereo partly specified) | 0.7% | 5.0% | 0.85 | 747 | -0.1 | 1335 | / | / | -0.711 | -0.732 | -0.271 | 0.508 | 4.8% | / | / | / | /
Cc1ccc(C(=O)NC2CCCCNC2=O)cc1 (stereo unspecified) | 1.1% | 6.5% | -0.17 | 1022 | -0.4 | 1282 | / | / | 0.54 | -0.274 | 1.31 | -0.625 | 2.2% | / | / | / | /
O=C(COC(=O)C1CC2C=CC1C2)NCc1ccccc1Cl (stereo unspecified) | 3.2% | -0.8% | 0.1 | 1366 | -4.5 | 558 | i | 8.8 | 0.736 | -0.187 | 1.33 | -0.654 | 1.8% | 1.9% | 2.9 | 1.6 | 3.2
CCCCc1ccc(-c2csc(/C(C#N)=C/c3ccco3)n2)cc1 | 1.2% | -0.7% | / | / | -0.3 | 1132 | i | 1.8 | 0.304 | -0.111 | 0.383 | 0.0619 | 1.5% | -0.6% | 2.0 | 1.7 | 0.3
Cc1ccc(-n2nnnc2SCC(=O)N(CC(C)C)c2c(N)n(CC(C)C)c(=O)[nH]c2=O)cc1 | -0.3% | 0.3% | 0.17 | 1163 | 3.5 | 961 | i | -8.6 | -0.308 | -0.162 | 0.204 | -0.484 | -0.5% | -1.8% | 3.9 | 3.8 | 9.8
CCOC(=O)C(/C=C(\C#N)C(=O)OCC)=C(/N)N1CCN(c2ccc(Cl)cc2)CC1 | -1.5% | 0.9% | 0.4 | 961 | 3.0 | 1008 | i | 2.4 | 0.0689 | -0.263 | 0.242 | 0.0253 | 6.1% | 3.3% | 1.2 | 1.0 | 9.1
CCCN(CCC)c1nc(C#N)nc(N(CCC)CCC)n1 | 0.2% | -14.6% | -0.73 | 1187 | / | / | i | 4.1 | 0.776 | -0.212 | 0.112 | 0.466 | -7.5% | -1.9% | 1.8 | 2.9 | 5.9
CC(=O)Nc1nonc1NC(=O)CSC1=NCCS1 | 4.2% | -67.7% | 1.63 | 1187 | -1.0 | 758 | i | -0.8 | -0.321 | -0.322 | 0.243 | 1.08 | -1.4% | -2.5% | 5.7 | 3.0 | 8.0
CCC(=O)N1N=C(c2ccc(C)o2)CC1c1ccc(N(C)C)cc1 (stereo unspecified) | i | -0.6% | 0.49 | 1504 | -4.9 | 1111 | i | 20.7 | 0.853 | -0.0533 | 0.888 | -0.117 | 3.5% | 1.3% | 3.2 | 1.8 | 2.7
O=C(Nc1ccc(S(=O)(=O)NCc2ccccc2)cc1)c1ccc(Br)o1 | -0.1% | -5.5% | / | / | 0.5 | 1162 | i | -1.9 | -0.516 | -0.0233 | -0.668 | -0.29 | -1.2% | -0.3% | 2.2 | 2.1 | 8.7
CC(C)=CCN1CCN(CC#Cc2ccccc2)CC1CCO (stereo unspecified) | 3.5%[50 µM] | 22.9% | / | / | -0.8 | 1064 | i | 4.1 | -0.284 | -0.186 | 0.157 | 0.771 | 4.4% | -0.5% | 1.8 | 2.5 | 12.1
O=C(Nc1ccccc1Cl)Nc1cccnc1Cl | 0.4% | -3.2% | / | / | 7.7 | 532 | i | 29.6 | 0.11 | -0.136 | 0.22 | 0.437 | -2.8% | -1.4% | 3.1 | 1.5 | 6.3
C[C@@]12CCC=C[C@H]1[C@H](c1ccoc1)N(Cc1ccccc1)C2=O | 0.3% | 7.9% | / | / | -1.4 | 1069 | / | / | -0.177 | -0.589 | 0.0897 | -0.324 | 16.2% | / | / | / | /
CC(=O)NS(=O)(=O)c1cccnc1Nc1ccc(Cl)cc1 | -0.2% | 11.4% | -0.52 | 893 | -4.5 | 1128 | i | 14.2 | -0.0514 | -0.264 | 0.0877 | 0.531 | 2.9% | -3.7% | 2.1 | 0.8 | 0.9
COc1ccc(C(=O)Nc2cc(C)c3c(=O)oc4ccccc4c3n2)cc1 | -3.2% | -17.3% | 0.39 | 1834 | 2.1 | 1126 | i | 9.4 | -0.921 | -0.241 | -0.552 | 0.562 | -4.2% | / | 5.2 | 3.2 | 6.7
COC(=O)c1[nH]c2ccccc2c1NC(=O)CNC1CCCCC1 | 3.1% | 4.4% | -0.16 | 1719 | 0.2 | 987 | i | -8.9 | -0.58 | -0.224 | -0.179 | 0.698 | 0.7% | 1.0% | 3.9 | 1.8 | 11.2
